Source: PubChem
OPRM1-OPRD1 inv – inverse agonists of human mu-delta opioid receptor heterodimerization; P35372+P41143; cell-based MOR-DOR heterodimer luminescence, inverse agonism; inhibition, % at 9.3 µM; 340,000 compounds, 0.21% hits; in the data active means inhibition above about 22%, passing the limit was not always enough;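 further: 0% = cells with DMSO and 100% = wells without cells with DMSO; values of inactives mirror those of a sister screen read the other way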
Target sequence (P35372 whole entry, looked up): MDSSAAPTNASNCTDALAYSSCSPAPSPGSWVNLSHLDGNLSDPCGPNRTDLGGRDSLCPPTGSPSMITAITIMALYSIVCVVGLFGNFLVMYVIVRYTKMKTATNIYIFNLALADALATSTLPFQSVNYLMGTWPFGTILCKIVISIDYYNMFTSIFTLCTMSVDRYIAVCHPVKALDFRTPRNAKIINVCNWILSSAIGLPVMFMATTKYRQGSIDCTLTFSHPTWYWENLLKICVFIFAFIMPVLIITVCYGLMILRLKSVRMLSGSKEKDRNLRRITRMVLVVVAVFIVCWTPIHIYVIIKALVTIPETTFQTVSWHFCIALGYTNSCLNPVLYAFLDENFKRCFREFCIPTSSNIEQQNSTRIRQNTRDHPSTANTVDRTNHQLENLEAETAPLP
Target sequence (P41143 whole entry, looked up): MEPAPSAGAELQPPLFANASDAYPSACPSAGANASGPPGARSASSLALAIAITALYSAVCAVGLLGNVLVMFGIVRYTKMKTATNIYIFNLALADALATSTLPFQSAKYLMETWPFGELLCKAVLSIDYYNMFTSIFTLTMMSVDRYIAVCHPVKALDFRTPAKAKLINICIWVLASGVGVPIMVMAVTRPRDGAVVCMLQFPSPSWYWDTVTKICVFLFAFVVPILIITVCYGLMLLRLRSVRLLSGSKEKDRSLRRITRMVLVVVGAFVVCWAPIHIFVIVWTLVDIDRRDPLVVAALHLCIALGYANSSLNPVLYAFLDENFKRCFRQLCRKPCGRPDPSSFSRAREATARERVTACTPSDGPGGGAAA
DSG3 Ab inh – human desmoglein-3 autoantibody binding inhibition. P32926. DSG3-coupled beads, scFv-anti-DSG3-GFP binding, flow cytometry; stronger effect = lower value. binding (percent of control), % at 10 µM. 310,000 compounds, 0.48% hits. AID 588358;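 active means binding more than 3 SD below its plate's average and above zero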;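 further: hits lower antibody fragment binding to DSG3; some compounds called inactive have numbers as strong as hits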
phage Ecoli inh – E. coli growth loss with phage present; 360,000 compounds, 0.26% hits; growth absorbance; AID 651602; inhibition, % at 11.9 µM; in the data active means inhibition above about 11%
AddAB inh – less growth of phage-infected E. coli with AddAB; E. coli expressing H. pylori AddAB, absorbance growth; inhibition, % at 11.9 µM; 330,000 compounds, 0.29% hits; AID 435030; in the data active means inhibition above about 12%;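 further: 0% = vehicle wells of infected cells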
E coli growth – reduces bacterial viability in AddAB counter-screen | E. coli V3065 growth, OD600 absorbance, 18 h | AID 449728 | 330,000 compounds, 0.27% hits | inhibition, % at 11.9 µM;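 active means inhibition above the campaign's mean inhibition across all tested compounds plus 3 SD, cut at about 9.9% in these data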;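 further: uninfected addAB+ strain grown without phage in ampicillin broth; 0% = DMSO wells and 100% = ciprofloxacin 0.95 µg/ml wells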
PKA-R1A act – activators of PKA-R1A complex; PKA-R1A dissociation, Cy5-IP20 fluorescence polarization; scaled: DMSO 0%, 113 µM cGMP 100%; activation, % at 11.4 µM; 340,000 compounds, 0.083% hits;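 active means percent activation above the mean of all tested compounds plus 3 SD, cut at about 19% in these data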;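 further: higher means more PKAc released from R1A so a rise in polarization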
OPRM1-OPRD1 ag – agonists of human mu-delta opioid receptor heterodimerization; activation, % at 9.3 µM; cells, OPRM1-OPRD1 heterodimerization, luminescence; 340,000 compounds, 0.3% hits; P35372+P41143; in the data active means activation above about 18%;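 further: 0% = vehicle-treated cells and 100% = reference agonist; values of inactives mirror those of a sister screen read the other way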
Tat transport – inhibitors of E. coli Tat protein transport | E. coli MC4100 TorA-mCherry Tat export, fluorescence | 340,000 compounds, 0.036% hits | inhibition, % at 10 µM;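 active means mean replicate inhibition at least 50% and at least half of replicates individually reaching 50%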;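 further: exported cargo escapes ClpAP degradation while cytoplasmic cargo is degraded and loses fluorescence; 0% = median of neutral control wells and 100% = median of NaSCN control wells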
Arrestin-AP2 inh – inhibitors of human beta-arrestin and AP2 interaction; FITC-arrestin peptide / GST-AP2 beads, flow cytometry; AP2 beta2 appendage carries R879A mutation; inhibition, % at 10 µM; 340,000 compounds, 0.31% hits;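 active means inhibition above a set limit, near 3 SD of compounds lacking own fluorescence, cut at about 54% in these data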;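 further: plate controls were DMSO wells for no effect and 5 µM unlabelled arrestin peptide for full effect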
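Assay system: GST-AP2 R879A bound to glutathione beads, E. coli-expressed; Medium: PBS with 0.05% Tween 20 and 0.1% BSA; Also added: fluorescein-tagged arrestin peptide at 50 nM final; Timing: 12 min plus 1 h, RT; Measured by: flow cytometry, FL1 (488/535 nm); Evaluation: percent drop in bead-associated FITC signal.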
PfHsp90 set2 – inhibits growth of yeast expressing Plasmodium falciparum Hsp90 | 310,000 compounds, 0.32% hits | S. cerevisiae expressing PfHsp90, BacTiter-Glo ATP, 48 h; yeast lacking PDR1 and PDR3 efflux regulators | AID 504621 | inhibition, % at 9.4 µM;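 active means every replicate shows inhibition above about 80%, whatever the replicate mean, limit read from the data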;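 further: 0% = DMSO neutral controls and 100% = 20 µM radicicol positive controls; yeast relying on Plasmodium falciparum Hsp90 in place of its own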
SUMO Mot1 rescue – inhibitors of SUMOylation pathway: yeast Mot1-301 growth rescue; S. cerevisiae Mot1-301 growth rescue, ATP luminescence, 38.5C; percent above DMSO median, 100 means doubled; growth rescue, % at 18.8 µM; 320,000 compounds, 1% hits;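 active means every valid replicate shows activation above 250% relative to neutral control wells; inactive means the rest, any valid replicate at or below 250%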;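 further: OY570 slx delta 5 strain wells were the positive control but not used for scaling; some compounds called inactive have numbers as strong as hits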
Active calls of the source: *; x = not tested or not shown. An unsorted share of the library; overall some 2.8% were active at least once.

SMILES | OPRM1-OPRD1 inv | DSG3 Ab inh | phage Ecoli inh | AddAB inh | E coli growth | PKA-R1A act | OPRM1-OPRD1 ag | Tat transport | Arrestin-AP2 inh | PfHsp90 set2 | SUMO Mot1 rescue
O=C(Nc1ccc(Oc2cccnc2)cc1)C1CCN(Cc2ccc(F)cc2)CC1 | 11 | 111 | 3.2 | 1.2 | -1.6 | -2 | -3.2 | -2 | 11 | 7 | 32
CCOCCCNC(=S)Nc1ccc2nc(N3CCN(CC)CC3)cc(C)c2c1 | 11 | 101 | 1.4 | -1.0 | 0.3 | -5 | -2.4 | 12 | -2 | -12 | 14
CCn1c(COc2ccc(=O)n(-c3ccccc3)n2)nnc1SC | 11 | x | -0.2 | 1.1 | 0.2 | 4 | -2.4 | -2 | 13 | 23 | 19
O=C(c1ccc(CS(=O)Cc2ccc(Cl)cc2)o1)N1CCN(c2ccccn2)CC1 (centres undefined) | -1 | 104 | 0.0 | 2.2 | 2.8 | 1 | 0.2 | -6 | 17 | 4 | -14
Cc1ccc(-c2nc(CS(=O)(=O)CC(=O)NCCCN3CCN(C)CC3)c(C)o2)cc1 | -1 | 99 | 3.7 | 0.0 | 0.4 | -12 | 0.2 | -5 | 4 | -12 | -4
Cc1ccc(CNC(=O)CNS(=O)(=O)c2ccc3nc(C)sc3c2)cc1 | 1 | 100 | 2.1 | -2.2 | -2.0 | -4 | -0.1 | 0 | 0 | 0 | -8
O=C(Nc1ccc(S(=O)(=O)N2CCCC2)cc1)c1cc(=O)c2ccccc2o1 | 0 | 90 | 3.4 | 2.5 | 0.8 | 3 | -0.1 | 23 | 4 | 6 | 4
CCOC(=O)C(=CNc1cc(C)nn1-c1ccccc1)C(=O)OCC | 2 | 123 | 0.7 | 1.1 | -0.6 | -14 | -0.3 | -1 | 3 | x | 135
CC(=O)N1C(C(=O)O)CSC1c1cccc(C)c1 (centres undefined) | -1 | 113 | 0.1 | 1.5 | 2.0 | 4 | 0.2 | -12 | 26 | -4 | 1
CCCCN1C(=O)C(NC(C)=O)c2cc(Br)ccc21 (centres undefined) | 17 | 100 | -0.4 | 2.1 | -0.8 | 9 | -3.6 | 5 | 26 | -23 | -4
CCc1cc(Cn2nc(-c3ccccc3)cc2C(=O)NCc2cccc(Br)c2)on1 | -22 | 101 | 2.1 | 1.4 | 0.6 | 3 | 4.1 | 4 | -5 | -4 | -1
CCOc1ccc(CCNC(=O)C2CCC(=O)N2CCc2ccccc2)cc1OCC (centres undefined) | 14 | 101 | 0.9 | 0.3 | -1.2 | 1 | -2.7 | -2 | 27 | x | -7
O=C(NCCC(=O)N1CCCC(C(F)(F)F)C1)c1ccccc1Cl (centres undefined) | 5 | 107 | -0.7 | 2.5 | 1.3 | 1 | -0.9 | -2 | -5 | 4 | -26
COCCOC(=O)C1=C(C)NC(=O)NC1c1ccc(OC(=O)c2ccco2)c(OC)c1 (centres undefined) | 12 | 99 | 3.3 | -0.5 | -0.8 | -9 | -2.3 | -4 | 3 | -5 | x
Cc1nn(C)cc1/C=C/C(=O)c1cccs1 | 17 | x | 2.3 | -2.7 | -0.2 | 3 | -2.9 | -8 | 15 | x | 105
O=C(COC(=O)Cc1ccccc1F)Nc1ccc2c(c1)OCCO2 | 5 | 102 | 2.1 | 0.6 | -2.9 | -2 | -0.9 | 9 | -4 | 11 | 172
CC(C)NC(=O)NC(=O)CSc1ccc(S(=O)(=O)N2CCCC2)cn1 | -8 | 95 | -0.5 | 1.3 | 3.5 | -5 | 1.8 | 0 | -3 | 3 | 1
O=C(COc1cccc(Cl)c1Cl)Nc1ccc2c(c1)CCC2 | -19 | 128 | 3.5 | 4.8 | -0.8 | -7 | 3.5 | 5 | 7 | 17 | 101
CCOC(=O)NNc1ccc(C(F)(F)F)cn1 | 15 | x | 0.2 | 5.4 | -2.6 | -12 | -3.1 | -4 | -28 | 13 | -21
CC1(C)Oc2ccc(C(=O)Nc3ccccc3F)cc2N(CC(=O)N2CCOCC2)C1=O | 1 | 114 | 2.1 | -0.7 | -0.1 | 5 | -0.1 | 3 | 28 | 16 | 3
COc1ccc(C2C(C#N)=C(N)Oc3c2ccc2cccnc32)cc1OC (centres undefined) | 7 | 83 | 3.1 | -0.3 | -1.8 | -13 | -1.4 | 4 | 0 | 22 | -8
CC(C)(C)c1ccc(C(=O)N/C(=C\c2ccco2)C(=O)Nc2ccccc2C(=O)O)cc1 | -3 | 99 | -3.7 | 2.8 | -2.1 | 2 | 0.3 | -1 | 3 | 15 | 43
O=C(NCCc1ccccc1F)C1CCCN(c2nc3ccccc3s2)C1 (centres undefined) | 10 | 95 | 0.5 | 4.0 | -1.6 | -17 | -1.9 | -3 | 29 | -8 | 7
CCOC(=O)C1C(C)=CC(=O)CC1c1ccco1 (centres undefined) | 7 | x | -0.7 | -2.1 | -0.9 | -1 | -1.3 | -3 | 9 | -32 | 0
Cc1c(-n2c(O)c(C3=c4ccccc4=NC3=O)sc2=S)c(=O)n(-c2ccccc2)n1C | -2 | 108 | 2.0 | 5.8 | -1.6 | -7 | 0.4 | 9 | -3 | x | -12

The final 3 records of the part above lead into the next.
SMILES | OPRM1-OPRD1 inv | DSG3 Ab inh | phage Ecoli inh | AddAB inh | E coli growth | PKA-R1A act | OPRM1-OPRD1 ag | Tat transport | Arrestin-AP2 inh | PfHsp90 set2 | SUMO Mot1 rescue
O=C(NCCc1ccccc1F)C1CCCN(c2nc3ccccc3s2)C1 (centres undefined) | 10 | 95 | 0.5 | 4.0 | -1.6 | -17 | -1.9 | -3 | 29 | -8 | 7
CCOC(=O)C1C(C)=CC(=O)CC1c1ccco1 (centres undefined) | 7 | x | -0.7 | -2.1 | -0.9 | -1 | -1.3 | -3 | 9 | -32 | 0
Cc1c(-n2c(O)c(C3=c4ccccc4=NC3=O)sc2=S)c(=O)n(-c2ccccc2)n1C | -2 | 108 | 2.0 | 5.8 | -1.6 | -7 | 0.4 | 9 | -3 | x | -12
Nc1nc(Nc2ccccc2)sc1C(=O)c1ccccc1 | 6 | 105 | 1.9 | 1.6 | 1.3 | 1 | -1.2 | -1 | 9 | -34 | 4
COC(=O)c1ccc(CN2CCCC(C(=O)Nc3cccc(-n4cccn4)c3)C2)cc1 (centres undefined) | -15 | 87 | 1.9 | 3.0 | -0.8 | -10 | 2.8 | -2 | -5 | -3 | 10
CC1CCCN(C(=S)Nc2ccc(F)cc2)C1 (centres undefined) | 18 | 97 | 4.5 | 1.8 | -0.6 | -5 | -3.5 | -12 | -30 | -4 | -13
CCOc1ccccc1NC(=O)CCn1cccc1 | 0 | 101 | 2.1 | -0.2 | -0.3 | 3 | 0.1 | -7 | 3 | -9 | -1
Cc1cc(C)c2c(c1)/C(=N/NS(=O)(=O)c1ccc(Br)cc1)CCC2 | -7 | 114 | 2.0 | -0.1 | -1.6 | -1 | 1.1 | 2 | -2 | -5 | 33
O=C(NCC(=O)N(c1ccc2c(c1)OCO2)C(C(=O)NC1CCCC1)c1ccncc1)c1ccco1 (centres undefined) | 16 | 93 | 0.8 | 2.4 | -0.7 | -14 | -2.9 | -1 | 20 | -3 | -9
CC(=O)Nc1cccc(NC(=O)C2CC(=O)N(CCc3ccc(F)cc3)C2)c1 (centres undefined) | 10 | x | 0.1 | 1.9 | -0.6 | -1 | -1.5 | 10 | 10 | -1 | -13
COc1ccc(OC)c(/C=N/NC(=O)CC(=O)NC2CCCCC2)c1 | 10 | x | 1.8 | -0.3 | 0.3 | 3 | -1.6 | -1 | 26 | 10 | 221
Cc1nnc(SCC(=O)Nc2ccc(C(N)=O)cc2)n1-c1ccccc1 | -20 | 98 | 2.3 | 2.7 | 0.3 | 8 | 2.4 | -1 | 11 | 9 | 1
Cc1cc(Cl)ccc1OCCCC(=O)Nc1cccc(-n2cnnn2)c1 | -2 | x | 0.5 | -1.6 | 1.5 | -16 | 0.4 | 6 | 10 | 0 | -12
CC1=C(C(=O)OCc2ccc(C)cc2)C(c2ccc(O)c([N+](=O)[O-])c2)NC(=O)N1 (centres undefined) | 5 | 112 | 2.3 | 0.6 | -0.6 | -12 | -0.7 | 2 | -9 | -9 | -9
CC(C)C(Nc1ncnc2c1oc1ccccc12)C(=O)O (centres undefined) | 16 | 113 | -2.4 | 2.3 | 3.3 | -3 | -3.2 | 0 | 1 | x | -11
Clc1ccc(CN2CCN(/N=C/c3cccnc3)CC2)cc1 | -3 | 114 | 2.3 | 1.0 | -1.3 | 2 | 0.7 | -2 | -4 | x | x
CCOc1ccc(S(=O)(=O)NCCC(=O)NC2CCCCC2)cc1 | -13 | 104 | 2.6 | -1.5 | -1.0 | -4 | 2.0 | -6 | -5 | -13 | 29
COC(=O)c1sccc1NC(=O)c1ccc(C)cc1 | -35 | 94 | 0.0 | 1.4 | -2.4 | -7 | 7.8 | -13 | 25 | 2 | -2
Cc1ccc(-c2nn3nnnc3c3ccccc23)cc1C | -20 | x | 1.4 | -1.5 | 0.1 | -13 | 3.9 | 15 | -4 | x | x
COC(=O)c1c(C(=O)OC)c(-c2ccc(C)cc2)n2c1CS(=O)C2 (centres undefined) | 13 | 101 | 3.1 | 1.5 | 1.1 | 4 | -2.4 | -2 | -1 | 17 | -2
COc1ccccc1N1CCN(CCCN2C(=O)C3CCCCN3C2=O)CC1 (centres undefined) | 4 | 110 | 0.4 | x | x | -3 | -0.8 | -4 | 7 | -17 | x
Cc1sc2ncnc(N3CCN(S(=O)(=O)c4ccc(C(C)(C)C)cc4)CC3)c2c1C | 18 | x | 0.6 | 1.2 | -0.1 | 0 | -4.8 | -7 | 14 | -11 | 24
Cc1cccc(NC(=O)NCC(c2cccnc2)N2CCOCC2)c1 (centres undefined) | 15 | 105 | 0.8 | 1.1 | -2.3 | -5 | -2.8 | 14 | -4 | 15 | -4
O=C(Nn1c(=S)[nH]c2ccccc2c1=O)c1ccncc1 | 17 | 101 | 2.7 | -0.2 | -1.4 | -6 | -2.9 | -4 | 23 | -8 | x
O=C(Nc1ccncc1)Nc1ccc(F)cc1F | 5 | 89 | 3.8 | 0.9 | -1.2 | 12 | -0.9 | 1 | -9 | 1 | 11
CCC(C)NC(=O)c1n[nH]c(=O)c2ccccc12 (centres undefined) | 12 | 98 | 0.1 | 1.3 | 0.0 | -2 | -2.0 | 0 | 37 | x | 60
CC1CN(c2nc(Nc3ccccc3)nc(N)c2[N+](=O)[O-])CC(C)O1 (centres undefined) | 1 | 101 | 0.5 | -0.3 | 1.1 | 2 | -0.2 | 13 | -11 | -45 | 0
Cc1ccnc(NS(=O)(=O)c2ccc(NC(=O)c3ccc(S(=O)(=O)N4CCOCC4)cc3)cc2)n1 | 6 | 97 | 1.4 | 1.0 | 0.6 | -21 | -1.0 | -5 | -5 | 9 | 2
